Screens: PubChem, several laboratories
ROMK primary: human ROMK K+ channel modulation, primary screen; P48048; B-score at 10 µM; 130,000 tested, 2% active; AID 1918; Tet-inducible ROMK, thallium flux fluorescence; actives lie on both sides;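 active = signal ratio slope over the read window, or its plate-corrected B-score, at least 3 SD from the plate mean, either direction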;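 also: B-score of the F/F0 ratio slope over 7 to 12 s after thallium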
Target sequence (P48048 whole entry, looked up): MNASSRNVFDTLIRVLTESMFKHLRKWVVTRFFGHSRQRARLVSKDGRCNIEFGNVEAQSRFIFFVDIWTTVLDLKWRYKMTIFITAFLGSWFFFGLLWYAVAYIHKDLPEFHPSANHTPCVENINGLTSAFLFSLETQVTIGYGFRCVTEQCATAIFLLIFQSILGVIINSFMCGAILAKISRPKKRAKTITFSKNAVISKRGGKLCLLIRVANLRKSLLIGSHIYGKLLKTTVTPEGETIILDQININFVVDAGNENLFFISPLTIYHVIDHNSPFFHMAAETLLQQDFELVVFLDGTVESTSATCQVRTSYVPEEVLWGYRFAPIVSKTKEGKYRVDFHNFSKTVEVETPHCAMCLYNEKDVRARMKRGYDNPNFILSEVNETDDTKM
PPARg SRC3 recr: PPARgamma-driven SRC-3 recruitment agonism. P37231. biochemical PPARgamma/SRC-3 coactivator recruitment assay. activation, % at 8 µM. 200,000 tested, 0.26% active. AID 731; in the data active = activation above about 23%;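 also: 0% = DMSO and 100% = reference agonist; some compounds past the cut are filed as inactive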
TR-FRET SRC-2 ct: flags TR-FRET format artefacts in PPARgamma SRC-2 recruitment agonist screen | 200,000 tested, 0.4% active | TR-FRET artefact counter-screen; stronger effect = higher value | TR-FRET ratio at 8 µM; in the data active = TR-FRET ratio above about 2000; also: inactives centre near 1500; reference of the scale not given here
HMGR II inh: inhibitors of class II HMG-CoA reductase from Enterococcus faecalis. purified E. faecalis HMGR, NADPH absorbance 340 nm kinetic. AID 1066. inhibition, % at 10 µM. 190,000 tested, 0.41% active;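 active = inhibition above a set limit, the median over all tested compounds plus 3 SD, cut at about 9.5% in these data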;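 also: enzyme runs in reverse so mevalonate oxidation gives rising NADPH absorbance; 0% = complete reaction with DMSO and 100% = background rate lacking mevalonate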
S1P3 antagonist: blocks the human S1P3 receptor. Q99500. CHO S1P3 NFAT-BLA reporter, FRET fluorescence, antagonist mode. inhibition, % at 4.98 µM. 170,000 tested, 0.27% active. AID 485;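 active = inhibition above the plate cutoff, the mean inhibition of test wells on that plate plus 3 SD, cut at about 28% in these data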;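 also: cells challenged with S1P at its EC80 of 0.8 µM; blue over green emission ratio from cleaved BLA substrate after 4 h stimulation; 0% = S1P-stimulated wells and 100% = unstimulated DMSO-only wells; some compounds past the cut are filed as inactive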
Target sequence (Q99500 whole entry, looked up): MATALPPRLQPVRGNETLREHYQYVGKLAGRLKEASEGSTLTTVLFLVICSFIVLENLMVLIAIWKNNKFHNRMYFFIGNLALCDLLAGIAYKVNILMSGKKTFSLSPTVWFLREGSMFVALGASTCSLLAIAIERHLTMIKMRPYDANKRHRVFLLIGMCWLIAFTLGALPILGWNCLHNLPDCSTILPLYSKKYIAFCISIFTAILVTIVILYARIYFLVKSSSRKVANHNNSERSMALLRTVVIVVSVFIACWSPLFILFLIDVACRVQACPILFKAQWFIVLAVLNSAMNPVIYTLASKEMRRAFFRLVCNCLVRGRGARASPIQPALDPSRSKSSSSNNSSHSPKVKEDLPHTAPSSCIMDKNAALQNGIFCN
PPARg SRC-1 ag: promotes SRC-1 coactivator recruitment by human PPARgamma; activation, % at 8 µM; 200,000 tested, 0.41% active; P37231; PPARgamma-SRC-1 coactivator recruitment biochemical assay; in the data active = activation above about 19%;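 also: 0% = DMSO and 100% = reference agonist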
DTT redox prof: compounds producing H2O2 with reducing agent – biochemical, NIH compound library profiling, artefact control for MLSCN library redox annotation, primary screen; activation, % at 10 µM; DTT-dependent redox cycling H2O2, phenol red/HRP absorbance; 100% = 100 µM peroxide control, 0% = buffer; AID 878; 200,000 tested, 0.03% active;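 active = activation of at least 50% relative to the plate's high and low controls in the primary single-dose screen; inactive = activation below 50%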;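 also: compound incubated with DTT at 0.8 mM final as the reducing agent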
Lmaj promast: reduces viability of Leishmania major promastigotes | resazurin fluorescence viability | inhibition, % at 10 µM | 200,000 tested, 9% active | AID 1063; in the data active = inhibition above about 50%;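 also: promastigotes grown with compound for 44 hours at 28 °C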
PPARg SRC2 recr: PPARgamma-driven SRC-2 recruitment agonism; P37231; PPARgamma LBD-SRC-2 recruitment, biochemical; activation, % at 8 µM; 200,000 tested, 0.34% active; AID 1032; in the data active = activation above about 22%;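 also: 0% = vehicle and 100% = reference agonist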
RAM network inh: yeast RAM network inhibition; 190,000 tested, 1.8% active; S. cerevisiae dse1pr::URA3 reporter, 5-FOA growth OD615, 2 d; analog-sensitive cbk1-as2 kinase mutant strain; AID 868; inhibition, % at 50 µM;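 active = inhibition above a set limit, 3 SD over mean compound inhibition, cut at about 8.4% in these data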;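 also: 0% = DMSO-only wells with no growth and 100% = 10 µM 1-NA-PP1 full growth; inhibition rescues growth on 5-FOA so higher OD means more RAM inhibition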
bIAP inh: blocks bovine intestinal alkaline phosphatase activity | purified bovine IAP, CDP-star luminescence, 30 min | inhibition, % at 20 µM | 190,000 tested, under 10 active | AID 1019;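 active = over 50% inhibition of intestinal alkaline phosphatase at 20 µM in the single-dose screen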
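Assay system – bovine IAP enzyme · Quantity – bovine IAP at 1/65,000,000 final dilution · Detection – CDP-star luminescence signal · Times – 30 min reaction at room temperature · Also added – CDP-star substrate at 30 µM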
Starred values were filed as active, the others as inactive; x = no result given.

The line under a structure holds: ROMK primary, PPARg SRC3 recr, TR-FRET SRC-2 ct, HMGR II inh, S1P3 antagonist, PPARg SRC-1 ag, DTT redox prof, Lmaj promast, PPARg SRC2 recr, RAM network inh, bIAP inh
1) O=C(CSc1nnc(-c2ccncc2)n1Cc1ccccc1)Nc1nccs1
 : x, 7.2, 1725, -6.2, x, 2.3, -0.4, 24.9, 3.5, 1.1, 10.0
2) C/C(=C1\SC(N2CCOCC2)=NC1=O)c1ccccc1
 : x, 0.2, 1556, -2.6, 9.3, -5.5, -2.2, -12.2, -1.6, 0.3, -5.0
3) COc1cc(CC(=O)Nc2ccccc2N2CCCCC2)cc(OC)c1OC
 : -0.219, -6.3, 1539, 2.7, -9.5, 5.7, 0.1, 7.0, 3.9, -0.9, -15.1
4) COc1ccc(C2=NN(C(=O)c3cccs3)C(c3ccccc3O)C2)cc1 (stereo not drawn)
 : -0.204, -0.6, 1357, -4.7, 12.2, -3.4, -0.2, 41.0, 3.7, 1.2, 6.0
5) CCOC(=O)C(C(=O)OCC)=C1OC(=O)c2ccccc21
 : x, 3.9, 1537, -6.5, -31.2, 0.3, 0.6, -6.3, 1.4, 1.1, 14.5
6) CCOC(=O)CC1=NS(=O)(=O)c2ccccc2N1
 : x, -4.9, 1537, -0.7, -43.4, 3.9, -0.4, -5.4, 2.2, 0.8, 8.8
7) O=C1CCC(C(=O)N2CCCC(C(=O)c3ccc4c5c(cccc35)CC4)C2)=NN1 (stereo not drawn)
 : 0.006, 3.4, 1746, -5.5, -0.3, 8.2, 0.5, 0.6, 6.9, 1.2, -3.3
8) N#Cc1c(N)nc(SCC(=O)OCc2ccccc2)c(C#N)c1-c1ccco1
 : 0.0491, -7.0, 1597, -6.3, -47.3, 2.9, 2.2, -1.2, -4.3, 6.3, 17.5
9) Cc1ccccc1NC(=S)NC(NC(=O)COc1ccccc1)C(Cl)(Cl)Cl (stereo not drawn)
 : x, 6.7, 1511, 0.6, x, -16.3, 1.7, 47.6, -4.1, 2.5, 11.2
10) COc1ccc(N2CCN(Cc3cc(OC)c(O)c([N+](=O)[O-])c3)CC2)cc1
 : x, -4.5, 1671, 0.2, 7.7, 0.4, -0.6, 49.1, -3.6, 2.9, 6.8

The line under a structure holds: ROMK primary, PPARg SRC3 recr, TR-FRET SRC-2 ct, HMGR II inh, S1P3 antagonist, PPARg SRC-1 ag, DTT redox prof, Lmaj promast, PPARg SRC2 recr, RAM network inh, bIAP inh
11) O=[N+]([O-])c1cccnc1N1CCCCC1
 : x, 8.9, 1602, -7.0, x, -0.8, 2.7, -5.0, 2.8, 1.5, 1.7
12) Cc1ccc(S(=O)(=O)c2c(COC(=O)c3cccc(Cl)c3)c(-c3ccccc3)nn2C)cc1
 : 0.6, 8.2, 1675, -0.2, x, 0.7, 0.6, 14.5, 13.7, 3.5, 16.5
13) O=C(c1cc2c(s1)CCCCC2)N1CCN(c2ncccn2)CC1
 : x, 4.6, 1609, -2.1, -0.5, 11.4, 1.2, -3.1, 6.2, 0.0, -0.3
14) Cn1cccc1/C=N/NC(=O)c1cc(-c2cccs2)nc2ccccc12
 : 0.695, 0.4, 1550, -6.6, 5.5, 0.8, 0.5, 56.5*, -2.0, 0.9, -1.7
15) COc1ccc(C(C[N+](=O)[O-])n2nc(C)cc2C)cc1 (stereo not drawn)
 : -1.53, 7.9, 1692, -0.2, 4.4, 11.1, -0.3, 100.1*, 10.9, -0.3, 5.0
16) Clc1ccc(Oc2cccc(/C=N/n3cnnc3)c2)cc1
 : x, 18.6, 1577, -0.2, -4.9, 10.1, -0.6, 24.9, 3.3, 0.0, 13.6
17) CCc1ccccc1NC(=O)/C(=C/c1ccccc1)c1ccccc1
 : x, 6.9, 1687, -1.0, x, 6.3, 2.1, 66.0*, 5.6, 6.8, x
18) CCCc1cc(=O)[nH]c(SCC(=O)c2cc(C)n(C3CC3)c2C)n1
 : x, 8.9, 1558, -3.8, x, 9.8, 0.8, -2.5, 1.5, 0.3, 6.8
19) CCN(CC)CC(C)CNC(=O)CC(C(=O)N1CCc2ccccc21)n1ccnc1 (stereo not drawn)
 : x, -3.4, 1433, -4.0, -6.9, -6.7, 3.0, -4.4, -1.4, 0.1, 34.2
20) CC(=O)c1ccc(NC(=O)C(Cc2ccccc2)NC(=O)c2ccco2)cc1 (stereo not drawn)
 : x, -15.3, 1495, 0.7, x, 4.0, -8.6, 8.8, 6.6, 3.1, 12.3

The line under a structure holds: ROMK primary, PPARg SRC3 recr, TR-FRET SRC-2 ct, HMGR II inh, S1P3 antagonist, PPARg SRC-1 ag, DTT redox prof, Lmaj promast, PPARg SRC2 recr, RAM network inh, bIAP inh
21) COc1ccc(-c2[nH]ncc2CNC(C)c2ccccc2Cl)cc1F (stereo not drawn)
 : -0.909, 0.7, 1490, 0.2, 4.2, -3.9, -0.3, 18.8, 0.5, 1.1, -17.9
22) CCOC(=O)c1ccc2nc(Nc3nc4ccc(F)cc4s3)sc2c1
 : 0.574, 2.9, 1578, -5.6, -2.4, -7.9, 0.6, 43.5, 1.6, 7.3, -12.2
23) CCCn1nnc(NC(=O)c2ccccc2Br)n1
 : x, 5.6, 1602, 1.6, -6.7, 9.2, 0.1, 0.7, 8.6, -0.5, 12.5
24) CN(C(=O)c1cccc(C#N)c1)c1nnc(C2CCOC2)s1 (stereo not drawn)
 : 0.395, -0.4, 1642, -3.8, -16.6, 3.7, -0.2, -1.6, 15.7, 0.3, -0.6
25) O=C(O)c1ccccc1NS(=O)(=O)c1ccccc1C(F)(F)F
 : x, 2.5, 1535, -2.9, -12.5, 1.6, 1.5, -8.3, 1.0, -1.0, -5.6
26) C/C=C/c1ccc(OCC(=O)OCC)c(OC)c1
 : 0.318, 1.3, 1583, -1.7, -8.5, -4.0, -3.3, -2.0, -5.0, 1.9, -2.4
27) CC(C)(C)C(=O)Nc1ccc2oc(-c3cc(F)c(F)cc3Cl)nc2c1
 : x, -8.9, 1564, -4.3, x, 2.9, 0.8, 5.0, 6.0, -0.3, 18.6
28) CCn1c(CCCc2ccc(OC)c(C)c2)n[nH]c1=S
 : -0.326, 3.3, 1410, -4.9, -5.9, -6.2, 0.7, 29.8, -10.1, 0.1, -13.0
29) COc1ccccc1/C=C/C(=O)NC(=S)N(C)C1CCCCC1
 : x, -3.0, 1351, -3.5, x, -7.3, -4.5, 0.4, -1.8, -0.3, 10.2
30) COc1ccc(Cl)cc1NC(=O)CN1CCCC1
 : 0.71, 1.3, 1599, -6.0, -4.8, 1.3, -0.3, -6.7, 6.0, 1.0, 11.9

The line under a structure holds: ROMK primary, PPARg SRC3 recr, TR-FRET SRC-2 ct, HMGR II inh, S1P3 antagonist, PPARg SRC-1 ag, DTT redox prof, Lmaj promast, PPARg SRC2 recr, RAM network inh, bIAP inh
31) O=C(CCn1cnc2ccccc21)N/N=C/c1ccc(O)cc1
 : x, 1.4, 1498, -4.4, 6.8, 3.0, 0.6, -3.2, 2.3, 0.2, -1.2
32) Cc1cc(C)n2nc(C(=O)N/N=C/c3ccccc3Cl)nc2n1
 : -0.387, -4.6, 1329, -7.7, -22.3, -5.4, -0.8, 12.2, -12.6, 0.7, -17.6
33) C=CCOC(=O)/C(=C/c1ccco1)NC(=O)/C=C/c1ccccc1
 : x, -0.1, 1740, -3.4, x, 3.5, 0.1, 32.7, 11.2, 0.8, 3.5
34) O=C(O)c1cccnc1SC1CC(=O)N(CCc2ccccc2)C1=O (stereo not drawn)
 : -0.228, 10.8, 1595, 0.5, x, -2.1, 0.0, -7.7, 6.5, 2.4, 6.9
35) CCc1cccc(C)c1NC(=O)CNCc1ccccc1
 : x, -3.2, 1504, 0.2, -2.4, -9.9, 0.3, -3.6, -8.0, 1.3, -10.8
36) Cc1ccc2nc(/C(C#N)=C\c3ccc([N+](=O)[O-])o3)[nH]c2c1
 : -1.21, 10.0, 1667, -8.8, x, 4.9, -8.0, 100.4*, 4.0, -0.9, 37.0
37) O=C(CCCc1nc2ccccc2s1)NC(c1ccccc1)c1ccccc1
 : x, 1.6, 1487, 1.0, -16.1, 3.0, 1.2, -0.6, 4.8, 4.3, -1.0
38) O=c1[nH]c(/C(Cl)=C/c2c(F)cccc2Cl)nc2cc(Cl)ccc12
 : 1.05, 5.3, 1515, -1.9, -3.8, -5.1, -0.3, 79.4*, 4.2, 2.7, 4.1
39) CN(C(=O)COC(=O)c1ccc2c(c1)NC(=O)CS2)C1CCS(=O)(=O)C1 (stereo not drawn)
 : x, -0.4, 1484, 4.4, x, 14.7, -1.2, -4.1, 3.4, 1.4, 5.7
40) C/C(=N\NC(=O)c1ccc2c(c1)OCO2)c1ccc(C(=O)O)s1
 : x, -2.1, 1489, -0.6, -1.1, -8.5, -0.7, -6.9, -0.1, 1.0, -1.9

The line under a structure holds: ROMK primary, PPARg SRC3 recr, TR-FRET SRC-2 ct, HMGR II inh, S1P3 antagonist, PPARg SRC-1 ag, DTT redox prof, Lmaj promast, PPARg SRC2 recr, RAM network inh, bIAP inh
41) CCN1CCCC(CO)(Cc2ccccc2)C1 (stereo not drawn)
 : -1.05, -0.9, 1499, -4.2, 4.7, 4.5, -0.7, 1.1, 6.1, -0.9, -7.4
42) O=C1Nc2ccccc2/C1=N/c1sc2c(c1C(=O)NCCc1ccccc1)CCCC2
 : 0.0767, 11.2, 1684, -5.8, x, 6.1, -4.9, 22.3, 6.7, 1.3, 26.2
43) CCOc1ccc(Nc2nc(Cc3nnc(SCC(N)=O)o3)cs2)cc1
 : x, -1.1, 1522, -5.0, x, 2.1, -2.8, -8.9, 8.5, 1.0, 10.7
44) Cc1c(Nc2ncnc3nc[nH]c23)c(=O)n(-c2ccccc2)n1C
 : x, 10.2, 1623, 0.5, -20.0, 5.6, -1.0, -3.5, 4.2, 0.8, 0.7
45) CCOC(=O)C1=C(C)NC(SCC(=O)O)=NC1c1ccccc1 (stereo not drawn)
 : x, -1.1, 2481*, -1.8, -20.6, 12.6, -1.6, -6.8, 40.4*, 4.2, -2.5
46) COc1cc(C(C)=O)ccc1OCC(O)CN1CCN(S(=O)(=O)c2ccccc2)CC1 (stereo not drawn)
 : x, -7.9, 1370, -4.4, -8.5, 4.8, 0.2, 5.6, -1.8, -0.3, -4.5
47) CC(=O)OCCCN1C(=O)c2ccc(Br)cc2C1=O
 : x, -3.0, 1515, -2.4, -11.0, 2.8, -0.2, -9.1, 1.6, 0.2, -6.4
48) CCOc1ccccc1NC(=O)CSc1nnc(CNC(=O)c2ccco2)o1
 : 0.0404, 11.4, 1690, -3.2, x, 4.9, -0.6, -0.1, 5.0, -0.5, 9.2
49) CCOC(=O)C1=C(c2ccccc2)N=c2s/c(=C\c3ccco3)c(=O)n2C1c1cccs1 (stereo not drawn)
 : 0.275, 3.4, 1671, -4.5, x, 2.4, -5.3, 47.3, 12.7, 5.1, 2.6
